TNAP act hiacc = TNAP (human) activation, high acceptor; activation factor at 20 µM; purified TNAP, CDP-star luminescence, 1 M DEA, 30 min; stronger effect = higher value; 0 = EDTA background, 1 = DMSO-only activity; 200,000 tested, under 10 active; P05186;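 active means activation factor at least 2 at 20 µM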
Target sequence (P05186 whole entry, looked up): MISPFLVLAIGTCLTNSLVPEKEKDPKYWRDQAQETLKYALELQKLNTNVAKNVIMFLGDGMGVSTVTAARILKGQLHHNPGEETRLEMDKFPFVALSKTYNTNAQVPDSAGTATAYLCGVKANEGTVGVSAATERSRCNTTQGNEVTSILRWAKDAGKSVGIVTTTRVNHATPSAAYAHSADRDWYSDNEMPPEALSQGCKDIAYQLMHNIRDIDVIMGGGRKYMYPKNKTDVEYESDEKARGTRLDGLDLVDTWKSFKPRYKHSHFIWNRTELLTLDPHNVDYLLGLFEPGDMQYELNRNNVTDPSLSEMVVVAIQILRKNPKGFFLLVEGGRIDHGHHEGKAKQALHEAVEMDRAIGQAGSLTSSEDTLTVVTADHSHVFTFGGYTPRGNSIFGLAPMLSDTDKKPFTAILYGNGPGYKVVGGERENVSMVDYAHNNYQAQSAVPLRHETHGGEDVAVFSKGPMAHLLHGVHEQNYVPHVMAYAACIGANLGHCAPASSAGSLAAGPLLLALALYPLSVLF
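Assay system: human TNAP; Input: enzyme diluted 1/800 final; Reagent: CDP-star luminogenic substrate at 100 µM final; Timing: 30 min, room temperature; Signal: luminescence; Evaluation: TNAP activation factor scaled between EDTA and DMSO control wells.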
Diaphorase act = diaphorase activation or chemical reduction counter-screen; Diaphorase/resazurin coupled assay, resorufin fluorescence, 16 min; stronger effect = higher value; 1 = vehicle wells, 0 = NADH-free wells; activation factor at 20 µM; 190,000 tested, 0.005% active;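 active means diaphorase activity raised at least twofold by the compound at 20 µM; inactive means activation factor below 2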
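Material: Purified diaphorase enzyme from Clostridium kluyveri | Buffer or medium: 50 mM HEPES pH 7.4 with 4.542 mM MgCl2, 0.005% Tween 20 | Times: 16 min enzyme reaction, ambient temperature | Signal: Red resorufin fluorescence at 544/590 nm excitation/emission | Measure: Increased resorufin signal from activators or reducing compounds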
PMI activator = phosphomannose isomerase (human) activation. activation factor at 20 µM. 190,000 tested, 0.005% active. purified human PMI, coupled resazurin fluorescence, 20 min; stronger effect = higher value; 1 = vehicle control, 0 substrate-free wells. P34949;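 active means activation factor of 2 or more at 20 µM, relative to plate controls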
Diaphorase inh = diaphorase inhibition or chemical oxidation counter-screen; diaphorase resazurin-to-resorufin fluorescence, NADH, 16 min; bacterial (C. kluyveri) enzyme, not human; inhibition, % at 20 µM; 190,000 tested, 0.69% active; AID 1217;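 active means primary screen inhibition at 20 µM above a set limit, cut at about 50% in these data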;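 further: plate controls were DMSO with full reaction for no effect and wells lacking NADH for full effect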
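controls = No-NADH positive control and DMSO neutral control | system = Clostridium kluyveri diaphorase enzyme | timing = reaction incubation of 16 min at room temperature | signal = resorufin fluorescence 544/590 nm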
TNAP inh noacc = blocks human TNAP activity with no phosphate acceptor present. purified TNAP, CDP-star luminescence, 30 min. inhibition, % at 20 µM. AID 1012. 200,000 tested, 0.26% active;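 active means tissue-nonspecific alkaline phosphatase inhibition above about 50% at 20 µM in the single-dose screen, limit read from the data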;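 further: 0% = DMSO negative control and 100% = EDTA positive control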
PMI act satM6P = activators of human phosphomannose isomerase at near-saturating mannose 6-phosphate; P34949; coupled PMI enzyme assay, resazurin fluorescence, 20 min; stronger effect = higher value; 1 = untreated enzyme, 0 = substrate-free blank; activation factor at 20 µM; 190,000 tested, 0.34% active; AID 1216;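 active means activation factor of 2 or more at 20 µM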
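Material: human phosphomannose isomerase with PGI, G6PDH, diaphorase coupling enzymes; amount: PMI at 15 ng/mL final; also added: Mannose-6-phosphate 1.0 mM (near-saturating) plus 0.22 mM NADP+; incubation: enzyme reaction with compound 20 min at room temperature; signal: resorufin fluorescence (Ex 544/Em 590 nm) from resazurin via diaphorase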
G6PDH counter = inhibits Leuconostoc G6PDH, flagging false hits in G6PDH-based assays; Purified L. mesenteroides G6PDH, diaphorase/resazurin coupled fluorescence, 45 min; inhibition, % at 5 µM; 200,000 tested, 0.12% active; in the data active means inhibition above about 50%
FLuc act counter = affects firefly luciferase, flagging false hits in luciferase stimulation screens. P08659. ATPlite luciferase biochemical, luminescence, 10 min; 0 = ATP-free wells, 1 = DMSO control. activation factor at 10 µM. 200,000 tested, under 10 active. AID 1027;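 active means luciferase activation factor, scaled between plate controls, of at least 2 with compound at 10 µM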
Target sequence (P08659 whole entry, looked up): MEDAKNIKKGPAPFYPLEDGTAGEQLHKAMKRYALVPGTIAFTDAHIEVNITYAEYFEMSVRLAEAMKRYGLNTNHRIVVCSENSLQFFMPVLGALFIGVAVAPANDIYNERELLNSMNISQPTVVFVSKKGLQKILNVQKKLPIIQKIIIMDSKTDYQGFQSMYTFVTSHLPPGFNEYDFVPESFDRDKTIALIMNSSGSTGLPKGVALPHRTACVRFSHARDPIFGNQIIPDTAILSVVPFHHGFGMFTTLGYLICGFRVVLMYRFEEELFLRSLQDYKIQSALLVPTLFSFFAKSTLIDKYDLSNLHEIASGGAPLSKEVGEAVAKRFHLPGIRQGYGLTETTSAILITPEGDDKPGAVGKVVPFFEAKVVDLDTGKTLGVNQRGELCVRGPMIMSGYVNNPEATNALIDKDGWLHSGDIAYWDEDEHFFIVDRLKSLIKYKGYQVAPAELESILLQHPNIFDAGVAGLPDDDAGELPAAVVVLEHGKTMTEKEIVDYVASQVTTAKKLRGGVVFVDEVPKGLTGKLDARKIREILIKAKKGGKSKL
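System: cell-free luciferase reagent; medium: PBS as buffer for the ATP substrate; doses: test compounds dosed from 2 mM stocks in 100% DMSO; incubation: 10 min, room temperature; measured by: luminescence from luciferase reaction; read-out: luciferase activation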
TNAP inh hi DEA = inhibitors of human TNAP at high phosphate acceptor concentration | inhibition, % at 20 µM | purified TNAP, CDP-star luminescence, 1 M DEA | 200,000 tested, 0.03% active | P05186;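 active means over 50% inhibition of tissue-nonspecific alkaline phosphatase at 20 µM in the single-dose screen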;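 further: plate controls were DMSO wells for no effect and EDTA-quenched wells as full inhibition for full effect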
HMGR II inh = blocks class II HMG-CoA reductase of Enterococcus faecalis. inhibition, % at 10 µM. 190,000 tested, 0.41% active. purified E. faecalis HMGR, NADPH absorbance 340 nm kinetic;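 active means inhibition above a set limit, the median over all tested compounds plus 3 SD, cut at about 9.5% in these data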;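 further: enzyme runs in reverse so mevalonate oxidation gives rising NADPH absorbance; 0% = complete reaction with DMSO and 100% = background rate lacking mevalonate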
Starred values were filed as active, the others as inactive.

SMILES	TNAP act hiacc	Diaphorase act	PMI activator	Diaphorase inh	TNAP inh noacc	PMI act satM6P	G6PDH counter	FLuc act counter	TNAP inh hi DEA	HMGR II inh
CCOc1ccc(NC(=O)C(C)Sc2nnc(C)n2C)cc1 (stereo not drawn)	1	0.9	1	12	-16	0.9	-7	1	0	-8
O=C(NCc1ccco1)c1cnn2c(C(F)F)cc(-c3ccccc3)nc12	1	0.9	1	6	-13	1	-1	1.1	-3	-3
CNC(=S)N(CCc1ccc(S(N)(=O)=O)cc1)C1CC(=O)N(c2ccccc2F)C1=O (stereo not drawn)	1	0.8	0.9	16	0	0.9	19	1	1	0
O=c1ccnc(NCCc2ccccc2)[nH]1	1	1	0.9	1	-6	1	2	1	-1	-6
COc1ccc(C(=O)c2ccc(N3CCN(C4CC(=O)NC4=O)CC3)cc2)cc1F (stereo not drawn)	1.1	1.1	1	-13	0	1.1	7	1.2	-10	0
CCOC(=O)C1=C(O)C(=O)N(Cc2ccccc2)CC1	1.1	0.8	1	17	-10	1	3	1	-7	0
COCCN1C=C(C(=O)OC)C(c2ccc(Cl)cc2)C(C(=O)OC)=C1	1	0.8	0.9	22	-21	0.9	-1	1	0	1
Cn1c(C(=O)O)c(CC(=O)Nc2ccc(F)cc2F)c2ccccc21	1.1	1	1.2	4	-6	1.1	-1	1.1	-12	1
FC(c1nc2ccccc2[nH]1)C(F)(F)F (stereo not drawn)	1	0.9	0.9	8	-2	0.9	14	1	1	1
O=C1c2ccccc2-c2onc3ccc(NCCCn4ccnc4)c1c23	0.8	1	0.8	-2	31	0.9	16	1	21	0
CCN1CC(CN(C)Cc2nc(-c3cccs3)no2)CC1=O (stereo not drawn)	1	0.9	0.9	11	-4	0.9	15	1	-2	-2
CCCCCOC(=O)c1ccc(N2C(=O)C3C4C=CC(C4)C3C2=O)cc1 (stereo not drawn)	1	0.9	1	8	0	1.1	9	1	1	-2
COc1ccc(CN=Cc2c(O)[nH]c3ccccc23)cc1	1.1	0.9	1	10	-10	1.1	0	1	-5	-4
CCCOc1ccc(CCc2n[nH]c(=S)n2-c2ccccc2)cc1	1.1	0.7	0.8	27	-17	0.9	4	1	-7	3
O=C1CSC(c2cccc(Cl)c2Cl)N1c1ccccn1 (stereo not drawn)	1	0.8	0.8	21	-4	0.9	-4	0.9	0	5
CN1/C(=C\C(=S)NC(=O)c2ccc([N+](=O)[O-])cc2)C(C)(C)c2ccccc21	0.8	0.8	0.9	17	17	0.9	-7	1	23	0
COc1ccc(S(=O)(=O)NCC2CCCN(C(=O)c3cccnc3)C2)cc1 (stereo not drawn)	1	0.9	1	8	0	1	22	1.1	-4	-2
CCCCNC(=O)/C=C/c1ccc(OC)c(Br)c1	1	0.8	0.9	16	-20	0.9	-17	1	-4	0
COc1ccc(-c2cnn(C3CCS(=O)(=O)C3)c2N)cc1 (stereo not drawn)	1.1	1	1	1	-14	1.1	12	1	-8	-1
CC(C)C(=O)NCCc1nc2ccccc2n1C	1	0.9	1	7	-7	1	6	1	1	-2
Cc1cccc(N(CC(=O)NCc2ccc3c(c2)OCO3)C(=O)CCC(=O)Nc2ccccn2)c1	1.1	0.7	0.9	32	-10	0.9	-2	1.1	-8	1
CCCC(=O)c1c[nH]c(C(=O)NCCCN2CCOCC2)c1	1	0.9	1	5	-9	1.1	2	1	-4	-2
CC1(C)CC(=O)C=C(NC2=CC3OC(c4ccccc4)OCC3OC2=O)C1 (stereo not drawn)	1	1	1.1	0	-2	1.1	2	1	0	0
CCCCNC(=O)C1CCN(c2nc(OC)nc(OC)n2)CC1	1	1.1	1.1	-10	-7	1	3	1	-1	-4
CCOc1ccc(NC(=O)CC)cc1	1	0.9	0.9	14	-2	0.9	12	1	2	1

More records follow:
SMILES	TNAP act hiacc	Diaphorase act	PMI activator	Diaphorase inh	TNAP inh noacc	PMI act satM6P	G6PDH counter	FLuc act counter	TNAP inh hi DEA	HMGR II inh
O=C(COC(=O)CCN1C(=O)c2cccc([N+](=O)[O-])c2C1=O)NC1CCS(=O)(=O)C1 (stereo not drawn)	1	1.1	1.2	-7	-9	1	3	1	-4	4
O=C1CN(c2nc(-c3cccs3)nc3sc4c(c23)CCCC4)CCN1	1	0.7	1.5	34	-9	2.2*	0	0.7	0	0
COC(=O)/C(=N/Nc1ccccc1C)Sc1nnc(C(O)c2ccccc2)n1-c1ccccc1 (stereo not drawn)	1	0.9	0.9	12	-7	1	21	1	1	0
CC(=O)NC(Cc1ccccc1)C(=O)OCC(=O)c1ccc(Br)cc1 (stereo not drawn)	1	0.9	1	8	-18	1	7	1	1	-7
Cc1ccc(-n2c(N)c(C(=O)NCc3cccnc3)sc2=S)cc1	1	1	1	-1	-8	1	13	1	-2	-3
O=C(c1cccnc1Nc1ccc2c(c1)CCC2)N1CCOCC1	1.1	0.9	0.9	9	-12	1	-2	1.1	-6	-7
Cc1noc2c1C(c1ccc(N(C)C)cc1)C1=C(CC(C)(C)CC1=O)N2 (stereo not drawn)	1	0.8	0.9	22	-5	1	5	1.1	0	-3
O=C1CC(c2ccc(Cl)cc2)n2nc(N3C(=O)c4ccccc4C3=O)nc2N1 (stereo not drawn)	1	0.8	0.9	20	-14	0.9	27	1	-5	-3
OC(CSc1c(Cl)cccc1Cl)CN1CCN(c2ccccc2F)CC1 (stereo not drawn)	1	0.8	0.8	19	-10	0.8	-19	1	3	3
CC(C)OC(=O)C(=O)NNc1ccccc1	1.1	0.9	0.9	10	-12	1	19	1	-6	-5
O=C(c1ccco1)N1CCN(C(=S)Nc2cccc([N+](=O)[O-])c2)CC1	1	0.9	0.9	14	-9	0.9	1	1.1	-3	1
Cc1ccc(CS(=O)(=O)CCC(=O)NCCN2CCCC2)cc1	1	1	1.2	4	8	1	8	1	4	0
CCN(CC)CCCSc1nc2ccccc2s1	1	1.2	1.1	-20	7	1.2	12	1	-5	3
C/C=C(\C)C(=O)NCCN1C2=NC[C@H](C(C)C)N2C[C@@H]1Cc1ccc(OC)cc1	1	1.2	1.2	-24	-1	1.1	11	1	1	-1
COc1cccc(N2CCN(C(=O)NC3CCCCC3)CC2)c1	1	0.8	0.8	17	-7	0.9	-10	1	2	-2
CCOC(=O)c1ccc(NC(=O)CNC(=O)C23CC4CC(CC(C4)C2)C3)cc1	1.1	0.9	0.9	11	-7	0.9	10	1.1	-6	1
Nc1cc2nn(-c3ccccc3)nc2cc1Cl	1	0.2	0.3	81*	-6	0.4	55*	0.5	5	-3
COc1ccccc1OCCCC(=O)Nc1ccc([N+](=O)[O-])cc1Br	1	0.8	0.9	19	-6	0.9	-3	1	0	-1
CCn1cc(-c2cc(C(F)(F)F)n3nc(C(=O)O)cc3n2)c(C)n1	1	0.8	1	16	-21	1	4	1	-2	0
O=C1Cn2c(nc3ccccc32)N1c1ccccc1F	1	0.9	1	5	-8	1	0	1	-2	-5
CCOC(=O)COc1c(OC)cc(Cl)cc1C1Nc2ccccc2C(=O)N1c1ccc(F)cc1 (stereo not drawn)	1	0.9	1	11	-9	1	19	1	-1	-11
Cc1cccc(S(=O)(=O)Nc2ccc(-c3nc4ccc(C)cc4s3)cc2)c1	1	0.8	0.9	18	-9	1	4	0.8	0	-3
OCC1CCCN(c2ncnc3scc(-c4ccccc4)c23)C1 (stereo not drawn)	0.9	1	1	0	4	1	-2	1	8	2
[O-]/[N+](=C\c1ccncc1)c1ccccc1	1.1	0.8	1	17	-3	0.9	9	1	-7	-1
O=C(CSc1nnc(-c2ccco2)n1CC1CCCO1)N1CCCCC1 (stereo not drawn)	1	0.9	0.9	14	-20	0.9	-3	1	-1	-2
Cc1ccc(NC(=O)c2cc(NC(=O)C3CC=CCC3C(=O)O)ccc2N2CCOCC2)cc1Cl (stereo not drawn)	1	0.9	0.9	12	-4	0.9	-3	1	1	-5
CCN1C(=O)c2cccc3c(S(=O)(=O)NCc4ccco4)ccc1c23	1.1	0.7	0.8	29	-17	0.4	39	1	-6	-9
CCOC(=O)N1CCN(S(=O)(=O)c2ccc3c(c2)CCN3C(=O)C2CCC2)CC1	1	0.9	0.9	11	-5	1	0	1	2	-8
COc1ccccc1C(O)(C(=O)NNc1cccc(C)c1)c1ccccc1OC	1	0.9	1	6	-8	1	-7	1.1	2	-2

In the list so far, these have an aryl methoxy group.
SMILES	TNAP act hiacc	Diaphorase act	PMI activator	Diaphorase inh	TNAP inh noacc	PMI act satM6P	G6PDH counter	FLuc act counter	TNAP inh hi DEA	HMGR II inh
COc1ccc(C(=O)c2ccc(N3CCN(C4CC(=O)NC4=O)CC3)cc2)cc1F (stereo not drawn)	1.1	1.1	1	-13	0	1.1	7	1.2	-10	0
COc1ccc(CN=Cc2c(O)[nH]c3ccccc23)cc1	1.1	0.9	1	10	-10	1.1	0	1	-5	-4
COc1ccc(S(=O)(=O)NCC2CCCN(C(=O)c3cccnc3)C2)cc1 (stereo not drawn)	1	0.9	1	8	0	1	22	1.1	-4	-2
CCCCNC(=O)/C=C/c1ccc(OC)c(Br)c1	1	0.8	0.9	16	-20	0.9	-17	1	-4	0
COc1ccc(-c2cnn(C3CCS(=O)(=O)C3)c2N)cc1 (stereo not drawn)	1.1	1	1	1	-14	1.1	12	1	-8	-1
CCCCNC(=O)C1CCN(c2nc(OC)nc(OC)n2)CC1	1	1.1	1.1	-10	-7	1	3	1	-1	-4
C/C=C(\C)C(=O)NCCN1C2=NC[C@H](C(C)C)N2C[C@@H]1Cc1ccc(OC)cc1	1	1.2	1.2	-24	-1	1.1	11	1	1	-1
COc1cccc(N2CCN(C(=O)NC3CCCCC3)CC2)c1	1	0.8	0.8	17	-7	0.9	-10	1	2	-2
COc1ccccc1OCCCC(=O)Nc1ccc([N+](=O)[O-])cc1Br	1	0.8	0.9	19	-6	0.9	-3	1	0	-1
CCOC(=O)COc1c(OC)cc(Cl)cc1C1Nc2ccccc2C(=O)N1c1ccc(F)cc1 (stereo not drawn)	1	0.9	1	11	-9	1	19	1	-1	-11
COc1ccccc1C(O)(C(=O)NNc1cccc(C)c1)c1ccccc1OC	1	0.9	1	6	-8	1	-7	1.1	2	-2
